# Pf growth 96h – P. falciparum growth inhibition at 96 hour, primary screen for plastid delayed-death inhibitors | P. falciparum luciferase reporter growth, 96 h | Potency, µM (series often up to 28.7 µM), without a hit: at the top dose activity change, negative = inhibition, actives largely listed as inhibitors | actives 6.9% (n = 320,000); note: potency is the fitted concentration of half-maximal effect; % is set by controls: 0 for no effect and ±100 for the full control effect
#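 Delayed-death screen, second-generation endpoint: infected erythrocytes, 2% hematocrit, 0.05% parasitemia final; 96 hours at 37 C, 5% CO2; luciferase detection reagent; luminescence decrease equals reduced growth.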
# Shiga inhibitor – Shiga toxin inhibition; Vero cells, Shiga toxin protein synthesis inhibition reporter; inhibition, % at 38.7 µM; actives 9.2% (n = 290,000); AID 2315; in the data active = inhibition mostly above about 28%, no sharp cut-off; inactive = mostly below about 43%; note: 0% is about no effect
# Pf growth 48h – P. falciparum growth inhibition at 48 hours (one generation) | P. falciparum luciferase growth in erythrocytes, 48 h | actives 5.9% (n = 310,000) | AID 504832 | Potency, µM (highest dose often 28.7 µM), for inactives: at the highest dose activity change, negative = inhibition, most hits filed as inhibitors; note: potency is the fitted concentration of half-maximal effect; % is set by controls: 0 for no effect and ±100 for the full control effect
#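 Luminescence readout; reporter = integrated firefly luciferase in P. falciparum. RBC culture at 2% hematocrit, 0.1% parasitemia final, 37 C/5% CO2; decreased signal taken as growth inhibition.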
# Cycloheximide cs – counter-screen for Shiga toxin inhibitors: cycloheximide protein synthesis inhibition; cell reporter, cycloheximide protein synthesis inhibition counterscreen; max response, %; actives 12% (n = 300,000); in the data active = max response mostly above about 13%, no sharp cut-off; inactive = mostly below about 14%; note: read at 38.3 µM for the half of the compounds with a filed dose; 0% is about no effect
# Tb PYK inh – blocks Trypanosoma brucei pyruvate kinase; Potency, µM (doses to about 76.8 µM), for inactives: at the top dose activity, negative = inhibition, actives largely listed as inhibitors; TbPYK enzyme, Kinase-Glo Plus ATP luminescence, 45 min; actives 0.12% (n = 410,000); Q57TT1; note: potency is the fitted concentration of half-maximal effect; % is set by controls: 0 for no effect and ±100 for the full control effect; nearly all actives have a fitted effect of over 50% in size
#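 Activity of T. brucei pyruvate kinase was followed by Kinase-Glo Plus luminescence after the enzyme reacted 45 min at room temperature with 130 uM ADP (final) and substrate. Test compounds were added before ADP at multiple concentrations.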
# AMA1-RON2 inh – inhibitors of Plasmodium falciparum AMA1-RON2 interaction; AlphaScreen AMA1-biotinylated RON2 peptide binding; Potency, µM (doses to about 58.2 µM), for inactives: at the top dose activity change, negative = inhibition, most hits filed as inhibitors; actives 0.2% (n = 360,000); AID 720542;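 note: potency is the fitted concentration of half-maximal effect; 0% = vehicle wells and -100% = peptide control; nearly all actives have a fitted effect of over 45% in size; some results filed as inactive show a strong effect at the top dose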
#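 AMA1 (3D7) with his tag at 25 nM final met compounds first, then biotinylated RON2 peptide at 25 nM; detection used donor plus acceptor beads, 10 µg/mL apiece, read by AlphaScreen after 30 min at room temperature.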
# LmPK inh – inhibitors of Leishmania mexicana pyruvate kinase; Q27686; actives 0.37% (n = 290,000); Potency, µM (series often up to 57.5 µM), without a hit: at the highest dose activity change, negative = inhibition, actives largely listed as inhibitors; purified LmPK, Kinase-Glo ATP luminescence, 1 h; AID 1721; note: potency is the fitted concentration of half-maximal effect; % is set by controls: 0 for no effect and ±100 for the full control effect
# Target sequence (Q27686 whole entry, looked up): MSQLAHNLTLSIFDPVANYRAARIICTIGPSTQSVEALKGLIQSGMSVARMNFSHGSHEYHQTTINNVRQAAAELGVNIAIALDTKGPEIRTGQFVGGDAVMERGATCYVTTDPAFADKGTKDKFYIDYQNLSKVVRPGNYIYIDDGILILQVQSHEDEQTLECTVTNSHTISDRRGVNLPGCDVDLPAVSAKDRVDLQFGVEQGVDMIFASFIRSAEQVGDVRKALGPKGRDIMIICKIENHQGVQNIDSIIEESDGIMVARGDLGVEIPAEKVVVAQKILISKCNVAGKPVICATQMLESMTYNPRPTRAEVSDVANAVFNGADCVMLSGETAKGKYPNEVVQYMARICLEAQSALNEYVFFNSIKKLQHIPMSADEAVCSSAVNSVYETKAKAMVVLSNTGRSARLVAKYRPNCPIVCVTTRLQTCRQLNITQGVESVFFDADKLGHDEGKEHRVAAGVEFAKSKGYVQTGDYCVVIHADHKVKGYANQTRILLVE
#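 0.1 nM LmPK, 0.5 mM PEP, 0.1 mM ADP; 50 mM imidazole pH 7.2, 7 mM MgCl2, 50 mM KCl; 1 h RT. Kinase-Glo luminescence readout, normalized to no-enzyme (full inhibition) and uninhibited wells.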
# * hit, by the source's call; ? = inconclusive; nt = not tested or not shown; & = joins results of further samples; [ ] = another dose, or the depositor's remark. Unless noted, calls come from the whole dose curve; as a rule, active = well fitted curve in the direction sought with a large enough effect; inconclusive = small, poorly fitted or top-dose-only effect, or another doubt; inactive = no such curve, though single readings can be large; an effect the other way counts as inactive or inconclusive.
SMILES,Pf growth 96h,Shiga inhibitor,Pf growth 48h,Cycloheximide cs,Tb PYK inh,AMA1-RON2 inh,LmPK inh
Cc1cc(C)nc(/N=C(\N)N(Cc2ccccc2)Cc2ccccc2)n1,10µM*,-2,?,-5,-3%,4%,2%
CCC(=O)NCCCc1nc2ccccc2n1Cc1ccccc1F,27%,25,?,12,-4%,-5%,0%
COc1ccc(N(C(=O)CCl)C(C(=O)NCCc2ccccc2)c2cccs2)cc1Cl (centres undefined),4.7µM*,-22,9.3µM*,-6,-8%,-4%,6%
O=C(O)C1CCCCC1C(=O)Nc1cccc(Cl)c1Cl (centres undefined),16%,-5,11%,-4,-9%,-5%,-6%
COc1ccc(CNC(=O)CCNS(=O)(=O)c2cccc3nsnc23)cc1,0%,-8,-13%,-1,0%&-5%,-5%,0%
Clc1ccc(-c2ccc(SCc3ccccn3)nn2)cc1,?,59*,172%[activator],41*,-2%,-2%,4%
Cc1ccc(/C=N/NC(=O)c2nnn(-c3nonc3N)c2CNc2ccccc2)cc1,-25%,-12,13%,-4,?,19%,-6%
O=C(Oc1ccc(C(=S)N2CCOCC2)cc1)c1ccccc1,?,-2,-7%,15,-2%,0%,-2%
Cc1ccc(-n2nc(C)c3c(C)c(CCC(=O)NCc4ccco4)c(C)nc32)cc1,2%,-7,nt,-9,0%,1%,2%
Cc1csc(NC(=O)CSc2nnc(CCNC(=O)c3ccc(Cl)c(Cl)c3)n2C)n1,-4%,-7,nt,15,0%,-3%,3%
O=C(CCNC(=O)N1CC(=O)Nc2ccccc21)NCc1cccc(Cl)c1,?,-2,5%,1,2%,7%,2%
CCCNC(=O)c1cc(S(=O)(=O)N2CCc3ccccc32)cn1C,10%,10,9%,1,0%,0%,0%
O=C1CC(C(F)(F)C(F)(F)C(F)(F)F)=Nc2ccccc2N1,1%,-8,-10%,-1,2%,9%,1%
COc1ccccc1NC(=O)Nc1ccc(C(N)=O)cc1,38%[1.15 µM],19,1%[5.75 µM],13*,2%,8%,-8%
O=C(Cc1ccccc1)Nc1nnc(-c2ccco2)o1,?,-8,45%[activator],2,-5%,19%,2%
CC(C)c1ccc(/C=C/c2[nH]c(=O)[nH]c(=O)c2[N+](=O)[O-])cc1,-15%,19*,-13%,13*,0%,-11%,-2%
CSc1nc(C)nc2c1c(=O)n(C)c(=O)n2C,16%,-9,nt,-3,6%,1%,8%
C#CCOC(=O)C[N+](C)(C)C/C=C/c1ccccc1,?,-21,4%,-3,-3%,0%,-2%
COc1cccc(/C=C/C(=C2/C(=O)N(c3ccccc3)N=C2C)c2ccccc2)c1OC,?,-8,17%,-3,-5%,-16%,-2%
O=C(N1CCOCC1)N1CCN(S(=O)(=O)N2CCOCC2)CC1,nt,-13,6%,-3,-2%,18%,-9%

# An excerpt of these results, as tab-separated lines:
compound	Pf growth 96h	Shiga inhibitor	Pf growth 48h	Cycloheximide cs	Tb PYK inh	AMA1-RON2 inh	LmPK inh
O=C1CC(C(F)(F)C(F)(F)C(F)(F)F)=Nc2ccccc2N1	1%	-8	-10%	-1	2%	9%	1%
CC(C)c1ccc(/C=C/c2[nH]c(=O)[nH]c(=O)c2[N+](=O)[O-])cc1	-15%	19*	-13%	13*	0%	-11%	-2%
CSc1nc(C)nc2c1c(=O)n(C)c(=O)n2C	16%	-9	nt	-3	6%	1%	8%
COc1ccccc1NC(=O)Nc1ccc(C(N)=O)cc1	38%[1.15 µM]	19	1%[5.75 µM]	13*	2%	8%	-8%
O=C(Cc1ccccc1)Nc1nnc(-c2ccco2)o1	?	-8	45%[activator]	2	-5%	19%	2%
C#CCOC(=O)C[N+](C)(C)C/C=C/c1ccccc1	?	-21	4%	-3	-3%	0%	-2%

# Continued.
SMILES,Pf growth 96h,Shiga inhibitor,Pf growth 48h,Cycloheximide cs,Tb PYK inh,AMA1-RON2 inh,LmPK inh
CCOc1ccc(C2CC(c3ccc(OC)cc3)n3ncnc3N2)cc1 (centres undefined),5%,19,?,10,1%,-1%,3%
O=C1CSC(c2cn(-c3ccccc3)nc2-c2cc3ccccc3o2)N1Cc1ccccc1 (centres undefined),4.1µM*,-11,nt,16,0%,-6%,14%
COc1cccc(/C(O)=C2/C(=O)C(=O)N(CCN3CCOCC3)C2c2cccnc2)c1 (centres undefined),nt,16,?,4,1%,8%,12%
CCCC(=O)Nc1ccc(NC(=O)c2ccco2)cn1,8.3µM*,27*,82%[activator],18*,-10%,0%,-6%
Cc1[nH]n(-c2ncc(-c3ccc(Cl)cc3)s2)c(=O)c1C(c1ccc(Cl)cc1)C(C#N)C#N (centres undefined),0%,-7,13%,-2,-26%,24%,0%
Cn1nc(C(=O)NNC(=O)c2ccccc2Br)c2ccccc2c1=O,-4%,nt,-16%,nt,0%,8%,nt
C=CCOc1cccc(C(=O)N2CCC(CCC(=O)NC3CC3)CC2)c1,?,-7,-7%,-2,-2%,-13%,-8%
COCC(=O)N1CCCc2ccccc21,29%,9,17%,14,-11%,0%,1%
COC(=O)C1=C(C)N(CCc2c[nH]c3ccccc23)C(=O)C1,-26%,17,0%,16,2%,12%,-3%
CSc1ccccc1C(=O)C1CCCN(Cc2ccccn2)C1 (centres undefined),7%,-14,?,-1,-1%,42%[activator],6%
CCN1C(=O)C(NC(C)=O)c2cc(OC)ccc21 (centres undefined),20%,-12,15%,-5,?,15%,4%
CCOc1cc(CN2CCC(CO)(Cc3cccc(C(F)(F)F)c3)CC2)ccc1OC,10µM*,-14,?,-4,0%,-6%,7%
CC(C)n1c2ccccc2c2nc3ccccc3nc21,nt,31,?,9,-10%,134%[activator],-10%
CC(C)(C)c1cc(C(=S)N2CCCC2)cc(C(C)(C)C)c1O,4.1µM*,-3,?,-2,-9%,-4%,-2%
N#Cc1c(-c2ccccc2)nc(SCc2cccc(Cl)c2)[nH]c1=O,-15%,-5,12%,3,-1%,3%,1%
Cn1c(C(=O)N2CCN(c3nc4ccccc4s3)CC2)cc2sccc21,28%,-21,-2%,-2,6%,-1%,-4%
CC1(C)CC(=O)C=C(c2cccc(Cl)c2O)C1,?,nt,?,nt,-7%,6%,nt
Cc1ccc2c(c1)N(C(=O)CCC(=O)NC1CCCCCC1)CCO2,?,7,10%,8,-4%,16%,-3%
CC(=O)NC12CC3CC(C1)CC(C(=O)Nc1nc4ccc(F)cc4s1)(C3)C2,-22%,71*,12%,45*,-5%,-10%,3%
CCOc1ccc(CCNC(=O)CCNC(=O)c2ccccc2Cl)cc1OCC,?,-28,12µM*,4,-3%,0%,0%
Cc1cc(C(C)(C)C)cc(C)c1CC1=NCCN1,?,-9,?,-3,0%,0%,-2%
COCCNC(=O)c1cn(C)c(=O)c2cc(OC)c(OC)cc12,8.3µM*,4,13%,-3,9%,12%,-2%
CC1CN(S(=O)(=O)c2cccc(C(=O)OCc3cc(=O)oc4cc(O)ccc34)c2)CC(C)O1 (centres undefined),-17%,3,?,-1,2%,-29%,2%
CCOC(=O)c1[nH]cnc1C(=O)O,nt,-2,5%,-4,2%,17%,1%
O=C1c2cccc3cccc(c23)C(=O)N1CCN1CCN(CC(O)COc2ccccc2)CC1 (centres undefined),129%[activator],-8,-1%,-1,-18%,-25%,-1%
O=C1N/C(=N/NC(=O)c2cccc3ccccc23)S/C1=C\c1ccccc1OCc1ccccc1,?,-7,0%,-2,0%,47%[activator],7%
CCOc1cc(C(=O)NCc2ccc3c(c2)OCO3)cc(OCC)c1OCC,-22%,nt,28%,-2,-1%,36%[activator],13%
CCOc1ccc(NC(=O)CN2CCN(S(=O)(=O)c3ccc(Cl)cc3)CC2)cc1,13%,-11,?,-2,-9%,-3%,4%
COc1ccccc1OCCNC(=O)c1cccc(S(=O)(=O)N2CCN(Cc3ccccc3)CC2)c1,-26%,nt,?,nt,-6%,76%[activator],nt
O=C(CSc1ccc2nnc(CCNS(=O)(=O)c3ccccc3)n2n1)Nc1nc2ccccc2s1,12%,-58,11%,8,-7%,16%,3%

# Complete entries as entered above.
# O=C(CSc1ccc2nnc(CCNS(=O)(=O)c3ccccc3)n2n1)Nc1nc2ccccc2s1 in the list: Pf growth 96h: 12%; Shiga inhibitor: -58; Pf growth 48h: 11%; Cycloheximide cs: 8; Tb PYK inh: -7%; AMA1-RON2 inh: 16%; LmPK inh: 3%
# CCOc1cc(C(=O)NCc2ccc3c(c2)OCO3)cc(OCC)c1OCC in the list: Pf growth 96h: -22%; Shiga inhibitor: nt; Pf growth 48h: 28%; Cycloheximide cs: -2; Tb PYK inh: -1%; AMA1-RON2 inh: 36%[activator]; LmPK inh: 13%

# (continued)
SMILES,Pf growth 96h,Shiga inhibitor,Pf growth 48h,Cycloheximide cs,Tb PYK inh,AMA1-RON2 inh,LmPK inh
COc1ccc(OCC(=O)Nc2ccc(N3CCN(Cc4ccccc4F)CC3)cc2)cc1,3%,-5,-2%,-2,4%,10%,2%
Cc1nn(C)cc1S(=O)(=O)N1CCCC(C(=O)O)C1 (centres undefined),-4%,-11,47%[activator],8,-5%,-4%,3%
CC1Cc2ccccc2N1C(=O)CN1CCN(S(=O)(=O)c2cccs2)CC1 (centres undefined),?,nt,?,nt,10%,-12%,nt
CCN(CC)c1ccc(C(=O)Nn2cnc3ccccc3c2=O)cc1,-4%,76*,17%,35*,-4%,-3%,-2%
CCN1CCN(C(=O)c2ccccc2NS(=O)(=O)c2ccc(Cl)cc2)CC1,3%,-7,0%,-1,-3%,-2%,-7%
Cc1ccccc1N1CCN(C2=NC(=O)/C(=C/c3cn[nH]c3-c3ccccc3)S2)CC1,?,8,3%,5,5%,-5%,4%
Cc1ccc([N+](=O)[O-])cc1NC(=O)C(Sc1ccccc1)c1ccccc1 (centres undefined),?,-10,-16%,5,-14%,1%[11.6 µM],2%
CCN1CCN(c2cc(C)c3cc(NC(=O)CCC(=O)N4CCN(c5ccccc5)CC4)ccc3n2)CC1,77%[activator],-6,?,11,-12%,1%,-2%
O=S(=O)(Nc1ccc2ccccc2c1)c1ccccc1,3%,0,2%,-5,-3%,-10%,-1%
CCCCOc1cccc(C(=O)Nc2ccccc2N2CCCC2)c1,?,33,?,-2,2%,?,0%
Cc1noc(C(=O)N(C)c2ccccc2)c1Cl,0%,-15,-13%,2,8%,13%,0%
CN(C)S(=O)(=O)c1ccc(C(=O)Nc2cc(S(=O)(=O)Nc3ccccc3Cl)ccc2N2CCCCC2)cc1,1.3µM*,9,2.3µM*,-5,-7%,5%,0%

# Assay outcomes: PubChem, National Center for Advancing Translational Sciences (NCATS)
